Assay outcomes as filed in PubChem.
PhoP GFP inhibition = PhoP regulon inhibitors, Salmonella typhi PhoP promoter GFP reporter, confirmatory (AID 1850). hit rate 0.33% among 310,000. one-dose inhibition, % at 50 µM; IC50 in µM for titrated hits. Salmonella Typhi PhoP-promoter GFP reporter, fluorescence, 4 h; higher % means a stronger effect; in the data active = a potency from the dose series; inconclusive = inhibition mostly from about 25% at the one dose, without a potency; inactive = the rest, 99 in 100 with inhibition below about 19%;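 also: 0% = induced wells with vehicle and 100% = uninduced wells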
M. tuberculosis HTS = M. tuberculosis growth inhibition, HTS (AID 449762); M. tuberculosis H37Rv growth inhibition, 7H9 media; higher % means a stronger effect; one-dose inhibition, % at 25 µM; IC50 in µM for titrated hits; hit rate 0.59% among 330,000; in the data active = a potency from the dose series; inconclusive = inhibition above about 70% without an active follow-up result;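 also: bacterial growth assessed after seven days of incubation; strong numbers were not always called active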
tuberculosis growth = growth inhibition of non-replicating M. tuberculosis (AID 488890) | inhibition, % at 25 µM; hits with a dose series show IC50 in µM | Mycobacterium tuberculosis non-replicating, growth inhibition; higher % means a stronger effect | hit rate 0.39% among 320,000; in the data active = a potency from the dose series; inconclusive = inhibition mostly from about 82% at the one dose, without a potency; inactive = the rest, 99 in 100 with inhibition below about 76%;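 also: plate controls were DMSO cells for no effect and high antibiotic wells for full effect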
inhibitors of VEEV = inhibitors of VEEV TC-83 cytopathic effect, confirmation, Vero cells (AID 588727). hit rate 0.13% among 350,000. Vero cells, VEEV TC-83 cytopathic effect inhibition; higher % means a stronger effect. inhibition, % at 20 µM; hits with a dose series show IC50 in µM; in the data active = a potency from the dose series; inconclusive = inhibition mostly from about 14% at the one dose, without a potency; inactive = the rest, 99 in 100 with inhibition below about 12%; also: strong numbers were not always called active
influenza NS1A = H1N1 influenza NS1A inhibitors, functional cell based assay (AID 504329); hit rate 0.3% among 340,000; NS1A functional cell-based assay, percent inhibition; higher % means a stronger effect; inhibition, % at 12.5 µM, or IC50 in µM where a hit was titrated; in the data active = a potency from the dose series; inconclusive = inhibition above about 27% without an active follow-up result; also: strong numbers were not always called active
inhibitors of VEEV 10K pilot screen = also measured in inhibitors of VEEV; calls as there; inhibition, %; measured here: 10K pilot screen inhibition
The depositor's hits bear a star; i = inactive; ? = inconclusive; . = no result given. Compounds as they come; any-hit rate near 1.5%.

SMILES	PhoP GFP inhibition	M. tuberculosis HTS	tuberculosis growth	inhibitors of VEEV	influenza NS1A	others
O=C(CC(CC(=O)c1ccccc1)c1ccncc1)c1ccccc1	.	.	.	1.0%	1%
COC(=O)Cn1c2ccc(Cl)cc2c2nc(C)sc21	3%	41%	80%	0.4%	-2%
O=Cc1cn(CC(=O)N2CCCCCC2)c2ccccc12	14%	-1%	-4%	i	12%
O=C(NCCc1ccccc1)c1ccc2c(c1)N(Cc1ccccc1)C(=O)CS2=O (stereo not given)	-5%	-12%	8%	3.9%	2%
COc1cccc(/C=N/n2nnnc2N)c1O	-3%	5%	1%	1.2%	-12%
CCn1cc(Br)c(-c2nc3ccccc3c(=O)n2N)n1	-5%	-6%	-8%	i	-6%
CC(=O)Nc1cc2ccccc2oc1=O	1%	3%	12%	1.5%	-2%
O=c1nc(-c2ccccc2)c(-c2ccccc2)n[nH]1	-1%	-5%	-7%	i	-5%
O=C1c2ccccc2S(=O)(=O)c2cc(C(=O)N3CCC(O)CC3)ccc21	-10%	4%	-10%	i	1%
O=C(NCCC1=CCCCC1)c1cc(S(=O)(=O)N2CCOCC2)ccc1F	-9%	-1%	-9%	4.0%	4%
CC(=O)c1cccc(NC(=O)N2CCCC2C(=O)NC2CCCCC2)c1 (stereo not given)	3%	-11%	-4%	1.3%	4%
CCOC(=O)c1cc2sc(C)cc2n1CCCN1C(=O)c2ccccc2C1=O	-12%	0%	-1%	9.0%	5%
Cc1cc(=O)oc2cc(OCC(=O)Nc3c(C)n(C)n(-c4ccccc4)c3=O)c(Cl)cc12	.	.	.	2.8%	-7%
ON1C2CCCCC2N(O)C1c1ccccc1 (stereo not given)	-1%	-6%	1%	0.1%	-9%
Cc1cc(O)c(C2=Nc3ccccc3SC(c3ccc(Cl)cc3)C2)c(=O)o1 (stereo not given)	13%	3%	4%	i	-6%
Cc1ccc(NC(=O)CSc2sc3c(O)cc(=O)[nH]c3c2C#N)cc1C	12%	-3%	16%	i	8%
CC(C)NC(=O)CCS(=O)(=O)c1cccc2nonc12	12%	-10%	-22%	0.9%	18%
O=C(Nc1ccc(Cl)cc1C(=O)NCc1cccnc1)c1ccc(Cl)cc1Cl	7%	?	31%	7.8%	-2%
CCOc1ccc2c3c(c(=O)oc2c1OCC)CCCC3	7%	-3%	1%	1.6%	0%
CCOC(=O)c1ccc2c(c1)N(CC(=O)N1CCCCC1)C(=O)C(C)(C)O2	2%	-3%	-3%	5.7%	-10%

Next part; the last two above are carried over.
SMILES	PhoP GFP inhibition	M. tuberculosis HTS	tuberculosis growth	inhibitors of VEEV	influenza NS1A	others
CCOc1ccc2c3c(c(=O)oc2c1OCC)CCCC3	7%	-3%	1%	1.6%	0%
CCOC(=O)c1ccc2c(c1)N(CC(=O)N1CCCCC1)C(=O)C(C)(C)O2	2%	-3%	-3%	5.7%	-10%
O=C(CSc1nnc(COc2ccc(Cl)cc2)o1)NC1CC2CCC1C2 (stereo not given)	7%	5%	?	i	14%
COc1cccc(C(=O)C2CCCN(Cc3ccc(F)cc3)C2)c1 (stereo not given)	-1%	4%	31%	2.7%	1%
CCOC(=O)c1c(NC(=O)C2C3CCC(O3)C2C(=O)O)sc2c1CCCC2 (stereo not given)	8%	-1%	-4%	2.1%	3%
O=C(/C=C/c1ccc(NC(=O)c2ccccc2-c2ccccc2C(=O)O)cc1)c1ccccc1	-8%	13%	?	4.3%	1%
O=C(CSc1nnc(CN2CCOCC2)n1-c1ccccc1)N1CCc2ccccc21	1%	3%	3%	5.0%	-2%	inhibitors of VEEV 10K pilot screen=2.7
COC(=O)C1C/C(=N/NS(=O)(=O)c2ccc(C)cc2)CS1 (stereo not given)	-6%	1%	6%	0.1%	-1%
COc1ccc(N2CCN(Cc3nc4c(c(=O)n(C)c(=O)n4C)n3CC(C)=O)CC2)cc1	-4%	-3%	-3%	3.5%	5%
COc1ccccc1N(CC(=O)NC1CCCCC1)S(=O)(=O)c1ccccc1	-1%	2%	-15%	0.8%	5%
CCOC(=O)N1CCN(C(=O)Nc2sc3nc4n(c(=O)c3c2C)CCC(C)CC4)CC1 (stereo not given)	-3%	6%	27%	0.3%	2%
Cc1cc(C(=O)Nc2ccc(N3CCCCC3)cc2)no1	3%	0%	14%	0.8%	-18%
Cc1ccc(CSc2nnc(-c3ccco3)o2)cc1	4%	42%	?	2.8%	0%
CC(=O)Oc1ccc2c(c1)CCC1C2CCC2(C)C(OC(C)=O)CCC12 (stereo not given)	.	.	.	3.6%	0%
CCn1c(N2CCN(S(=O)(=O)CC)CC2)nc2ccccc21	-1%	-5%	-9%	0.7%	1%
Cc1cc(C)n(-c2ccc(C(=O)N3CCN(S(=O)(=O)c4cccc(Br)c4)CC3)cc2)n1	.	.	.	6.2%	0%
CC(C)Cn1c(N)c(C(=O)COC(=O)c2cccc(Cl)c2)c(=O)n(C)c1=O	-7%	-1%	31%	8.5%	4%
CCOC(=O)c1ccc(N=C(c2ccccc2)c2c(O)n(C)c(=O)n(C)c2=O)cc1	4%	?	?	i	-15%
COCc1c(C#N)c(NCc2cc(OC)c(OC)c(OC)c2)nc(C)c1[N+](=O)[O-]	5%	-6%	-2%	0.3%	-19%
CN(C)S(=O)(=O)c1ccc(C(=O)Nc2nc(-c3cc4ccccc4o3)cs2)cc1	-6%	3%	-3%	2.4%	5%
CN1CCN(C(=O)c2cc3c(s2)-c2ccccc2S(=O)(=O)C3)CC1	10%	7%	.	0.3%	5%
COc1cc(NC(=O)Cn2c(C)cc3ccccc3c2=O)cc(OC)c1OC	-1%	1%	-8%	1.7%	10%
Cc1cccc(NS(=O)(=O)c2c(C)[nH]c(C)c2C(=O)N2CCCC2)c1	2%	-1%	0%	3.1%	1%
COc1ccccc1-c1nnc(C2CCN(S(=O)(=O)c3ccc([N+](=O)[O-])cc3)CC2)o1	-17%	1%	14%	4.5%	4%
CCn1c(NCc2ccccn2)nc2ccccc21	0%	-7%	3%	5.0%	3%
CC(C)(C)OC(=O)NCc1ccc(CNC(=O)c2nc[nH]c2C(=O)N2CCN(c3ccccc3)CC2)cc1	.	5%	-5%	7.2%	-5%
Cc1ccc(NC(=O)c2ccc(C(C)(C)C)cc2)cc1-n1cnnn1	3%	48%	-11%	2.1%	-8%
COc1ccc(Cl)cc1C(=O)NNC(=O)CN1C(=O)C2CC=CCC2C1=O (stereo not given)	3%	-4%	-18%	0.1%	-12%
NC(=O)c1ccc(SCC(=O)OCC(=O)NCc2cccs2)c([N+](=O)[O-])c1	.	6%	-6%	2.9%	-14%
Oc1ccc(Cl)cc1CNc1ccccn1	9%	1%	43%	i	-1%
O=C(Nc1nnc(C2COc3ccccc3O2)o1)c1ccc(F)cc1 (stereo not given)	36µM*	?	7.2µM*	?	-8%
CCCc1nc2oc3cc(OC)ccc3c(=O)c2c(=O)n1Cc1ccco1	14%	12%	27%	3.7%	-2%
CCOC(=O)c1c(CN(CC)CC)oc2ccc(OC)cc12	1%	-1%	-1%	i	15%
Cc1ccc(C)c2nc3sc(C(=O)N4CCCc5ccccc54)c(N)c3cc12	-5%	-5%	5%	2.9%	3%
COc1ccc([N+](=O)[O-])cc1NC(=S)NC(NC(=O)C(c1ccccc1)c1ccccc1)C(Cl)(Cl)Cl (stereo not given)	7%	4%	49%	i	-10%
O=C(COc1ccccc1)N1CCN=C1SCc1cccc(F)c1	-2%	0%	51%	8.1%	7%
CN(C)C(=O)c1ccc(NC(=O)COC(=O)C2CCN(S(=O)(=O)c3ccc4c(c3)OCCO4)CC2)cc1	1%	-3%	-4%	0.6%	-12%
Cc1ccc(N(CC(=O)N2CCc3ccccc32)C2=NC(=O)CS2)cc1	5%	-2%	21%	3.7%	6%
Cc1occc1-c1nnc(SCC(=O)c2ccc(F)cc2)n1Cc1ccco1	12%	3%	35%	0.6%	8%
CC(C)(C)OC(=O)NCCC(=O)N/N=C/c1cccc2cccnc12	8%	-6%	48%	0.1%	-4%
Cc1ccc(CN(C)c2nc(-c3cccnc3)nc3ccccc23)o1	4%	-10%	-2%	8.3%	7%
Cc1ccc(C(=O)CC2(O)C(=O)N(Cc3ccc4c(c3)OCO4)c3ccccc32)cc1 (stereo not given)	12%	7%	17%	4.9%	1%

Sorted by formula weight (smallest number first): some entries from above
SMILES	PhoP GFP inhibition	M. tuberculosis HTS	tuberculosis growth	inhibitors of VEEV	influenza NS1A	others
CC(C)(C)OC(=O)NCCC(=O)N/N=C/c1cccc2cccnc12	8%	-6%	48%	0.1%	-4%
CN1CCN(C(=O)c2cc3c(s2)-c2ccccc2S(=O)(=O)C3)CC1	10%	7%	.	0.3%	5%
O=C(NCCC1=CCCCC1)c1cc(S(=O)(=O)N2CCOCC2)ccc1F	-9%	-1%	-9%	4.0%	4%
CN(C)S(=O)(=O)c1ccc(C(=O)Nc2nc(-c3cc4ccccc4o3)cs2)cc1	-6%	3%	-3%	2.4%	5%
O=C(/C=C/c1ccc(NC(=O)c2ccccc2-c2ccccc2C(=O)O)cc1)c1ccccc1	-8%	13%	?	4.3%	1%
CN(C)C(=O)c1ccc(NC(=O)COC(=O)C2CCN(S(=O)(=O)c3ccc4c(c3)OCCO4)CC2)cc1	1%	-3%	-4%	0.6%	-12%

Other structures:
SMILES	PhoP GFP inhibition	M. tuberculosis HTS	tuberculosis growth	inhibitors of VEEV	influenza NS1A	others
Cc1ccc(-c2nnc(Oc3cccc(C)c3)c3ccccc23)cc1	-3%	4%	-5%	0.1%	-3%
CCc1ccc(OC)c(S(=O)(=O)Nc2ccccc2C)c1	0%	0%	-1%	0.6%	-10%
O=C(CC(=O)Nc1ccccc1F)Nc1ccccc1F	7%	0%	-10%	0.6%	-4%
Cc1ccc(-c2csc3nc(C)n(N)c(=O)c23)cc1	-10%	4%	2%	0.2%	2%
c1ccn2c(SCc3ccc4c(c3)OCCO4)nnc2c1	.	-6%	1%	0.9%	-3%
CC(C)(C)C(=O)Nc1ccc(S(=O)(=O)c2ccc(NC(=O)C(C)(C)C)cc2)cc1	-5%	2%	-6%	1.2%	-1%
C=CCNCCOCCOc1ccc(Cl)cc1C(C)(C)C	5%	7%	61%	i	-3%
CCOc1ccc(NS(=O)(=O)c2ccc(C(=O)NCc3ccccn3)cc2)cc1	-4%	-5%	-1%	0.3%	-12%
O=c1c2cn[nH]c2[nH]c(=S)n1-c1cccc2ccccc12	-4%	2%	-3%	1.6%	5%
COC(=O)[C@H](Cc1ccccc1)NC(=O)[C@@H](N)CC(=O)O	15%	-2%	-20%	0.1%	-6%
NS(=O)(=O)c1ccc(NC(=O)CCCC(=O)O)cc1	11%	0%	-7%	2.1%	-16%
Cc1ccc(O)c(NC(=O)c2cc(-c3ccc(F)cc3)on2)c1	8%	5%	9%	1.0%	-5%
COc1ccc(CNC(=O)c2ccc3c(c2)N(C)CCS3)cc1	1%	-3%	-3%	6.0%	2%	inhibitors of VEEV 10K pilot screen=1.1
CCOC(=O)CSC1=C(C#N)C(c2ccccc2OC)CC(=O)N1 (stereo not given)	22%	7%	.	3.0%	-71%
Cc1c(C(=O)Nc2ccc(Oc3ccccc3)cc2)sc2nc3n(c(=O)c12)CCC3	3%	59%	46%	9.9%	2%
Cc1ccc(C(=O)c2cc([N+](=O)[O-])ccc2N2CCOCC2)c(C)c1	2%	3%	-17%	4.7%	6%
Cc1ccc(NC(=O)CSc2nnc(COc3ccccc3C)o2)cc1	11%	8%	74%	i	-4%
C=CC(C)(C)c1c2occc2c(O)c2ccc(=O)oc12	.	4%	3%	0.9%	3%
O=C(NCc1cccc(F)c1F)C1CCC(=O)N(C2CC2)C1 (stereo not given)	-14%	-2%	-4%	1.8%	0%
CC[C@@H]1C=C(C(=O)O)[C@H](c2ccc(OC)c(OC)c2)N1S(=O)(=O)c1ccc(C)cc1	.	1%	11%	0.1%	0%
COc1c(-c2ccc(O)c(O)c2)oc2cc(O)cc(O)c2c1=O	2%	-11%	10%	3.3%	1%
CC(Sc1nc2ccccc2c(=O)n1C)C(=O)Nc1ccc2c(c1)OCCO2 (stereo not given)	.	-5%	6%	0.2%	9%
Fc1ccc(OCCOCCOc2cccc3[nH]ccc23)cc1	-5%	1%	36%	0.8%	2%
COc1ccc(-n2nnnc2SCC(=O)N2CCOCC2)cc1	-11%	-2%	.	0.2%	5%
Cc1cc(C)c(S(=O)(=O)Nc2ccc(OCC(=O)O)cc2)c(C)c1	-12%	56%	?	0.3%	-20%

Random excerpt: 2 entries already listed, in no set order.
SMILES	PhoP GFP inhibition	M. tuberculosis HTS	tuberculosis growth	inhibitors of VEEV	influenza NS1A	others
Cc1cc(C)c(S(=O)(=O)Nc2ccc(OCC(=O)O)cc2)c(C)c1	-12%	56%	?	0.3%	-20%
COc1ccc(-n2nnnc2SCC(=O)N2CCOCC2)cc1	-11%	-2%	.	0.2%	5%
